Assay outcomes: PubChem BioAssay, several laboratories
aDG glyco act: activators of alpha-DG glycosylation, primary screen, uHTS, Pro5-aDG cells, AlphaScreen. alpha-DG glycosylation AlphaScreen (IIH6); 0% Pro5, 100% B10-LARGE cell signal. activation, % at 10 µM. actives 0.22% (n = 360,000). AID 624168, 2012;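 active = activation of at least 8% versus controls, or a plate z-score of at least 8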;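 note: Pro5 are CHO cells carrying HIG-tagged alpha-DG that lacks glycosylation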
HIF-2a block: HIF-2a reporter inhibitors, primary screen, luminescence, 786-0 RCC cells. inhibition, % at 18.8 µM. 786-0 RCC cells HIF-2a reporter, luciferase luminescence, overnight. actives 0.72% (n = 360,000);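 active = inhibition of the luminescence signal of 40% or more relative to plate controls, in a single-dose primary screen at 18.75 µM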
NR2E3 ag-1: NR2E3 agonists in two-hybrid cells, primary screen, cell-based, luminescence, CHO-S, Gal4-NCOR/VP16-NR2E3. luciferase. inhibition of corepressor binding, % at 3.98 µM. actives 0.35% (n = 360,000). AID 602229, 2012;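 active = inhibition above the mean of all tested compounds plus 3 SD, cut at about 70% in these data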;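 note: 0% = DMSO with NR2E3 transfected cells and 100% = cells lacking NR2E3 construct; higher means lower luciferase signal from less NR2E3 corepressor binding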
Target sequence (Q9Y5X4 whole entry, looked up, the tested form may be a part): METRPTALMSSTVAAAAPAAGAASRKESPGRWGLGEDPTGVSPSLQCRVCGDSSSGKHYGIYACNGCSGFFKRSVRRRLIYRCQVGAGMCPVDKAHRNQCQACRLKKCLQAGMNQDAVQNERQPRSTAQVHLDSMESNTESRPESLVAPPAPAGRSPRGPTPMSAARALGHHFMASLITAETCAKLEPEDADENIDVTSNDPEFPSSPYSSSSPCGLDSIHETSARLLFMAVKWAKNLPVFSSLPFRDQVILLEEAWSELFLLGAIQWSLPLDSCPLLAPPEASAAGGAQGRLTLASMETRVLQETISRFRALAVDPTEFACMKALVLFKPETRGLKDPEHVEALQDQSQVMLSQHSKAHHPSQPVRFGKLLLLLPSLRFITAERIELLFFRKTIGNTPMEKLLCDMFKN
TRPM1 prom inh: inhibitors of MITF-dependent TRPM1 promoter reporter, primary screen, cell-based, SK-MEL-5, single point, luciferase | actives 0.83% (n = 330,000) | SK-MEL-5 TRPM1 promoter luciferase, 24 h | inhibition, % at 12.5 µM;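 active = mean inhibition across replicates of 60% or more, whatever share of single replicates reaches that level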; note: values of inactives mirror those of a sister screen read the other way
iPSC survival up: enhancers of single-cell hiPSC survival, primary screen, ATPlite luminescence; actives 0.044% (n = 360,000); survival enhancement, % at 20 µM; 100% = ROCK inhibitor wells, 0% = DMSO; in the data active = survival enhancement above about 18%;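 note: cells exposed to compounds for 16 hours before the ATP read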
Shn3 inh set2: reduction of Shn3 3'UTR firefly luciferase signal, primary screen, Schnurri-3 inhibitor project, cell-based, Clone20 osteoblasts, set 2; Clone20 osteoblast Shn3 3'UTR firefly luciferase, 24 h; actives 0.52% (n = 360,000); inhibition, % at 12.5 µM; AID 588674, 2011;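 active = mean inhibition of at least 75% with every replicate also reaching 75%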;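 note: 0% = median of neutral control wells and 100% = pilot-screen positive control compound; some compounds past the cut are filed as inactive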
KKLEB cytotox: cytotoxicity in KKLEB CF airway cells, primary screen, cytotoxicity control for CF NF-kB inhibitor project, cell-based, uHTS, fluorescence assay plates; actives 0.36% (n = 360,000); KKLEB CF airway cells viability, ATPlite luminescence, overnight; stronger effect = lower value; cells stimulated with P. aeruginosa culture filtrate; activity change (cytotoxicity), % at 5 µM;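 active = corrected activity change at or below -50% at 5 µM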
NR2E3 ag-2: inhibitors of NR2E3-RetCOR corepressor binding, primary screen, NR2E3 agonist project, biochemical, TR-FRET, GST-NR2E3, biotin-RetCOR. AID 2300, 2010. 1536-well. actives 0.12% (n = 320,000). inhibition of corepressor binding, % at 4.78 µM;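 active = percent inhibition above the cutoff of mean plus 3 SD of all tested compounds, set per screening campaign, cut at about 20% in these data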;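 note: 0% = DMSO wells and 100% = biotin wells as full block of FRET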
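System: GST-tagged NR2E3 plus biotinylated RetCOR corepressor; Amount: 1.35 nM GST-tagged NR2E3 final; Dosing: single nominal compound dose of 4.8 µM; Schedule: 5 h incubation at 4 °C; Technique: TR-FRET with europium anti-GST and streptavidin-D2, 340 nm excitation; Controls: biotin wells as high control, 0.6% DMSO wells as low control.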
TWEAK-Fn14 inh: inhibitors of TWEAK-Fn14 signaling, primary screen, luciferase reporter cells, uHTS. TWEAK-stimulated Fn14 reporter cells, luciferase luminescence, 8 h. inhibition, % at 10 µM. actives 2% (n = 360,000). AID 1159606, 2016; in the data active = inhibition above about 50%
Peg3 prom inh: Peg3 promoter-driven luciferase inhibitors, primary screen, cell-based, HeLa, luciferase luminescence; AID 588405, 2011; HeLa PEG-Prom luciferase reporter, overnight; inhibition, % at 20 µM; actives 1.7% (n = 360,000);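 active = inhibition of at least 50% at 20 µM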
CF NFkB block: inhibitors of PAF-induced NF-kB signaling, primary screen, cell-based, GFP fluorescence, uHTS; KKLEB NF-kB-GFP reporter, GFP fluorescence overnight; inhibition, % at 5 µM; actives 0.86% (n = 360,000); AID 588850, 2011;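 active = at least 50% inhibition at 5 µM, scaled per plate between neutral and stimulator controls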;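 note: PAF is a Pseudomonas aeruginosa culture filtrate used as stimulus; plate controls were PAF-stimulated DMSO wells for no effect and unstimulated DMSO wells for full effect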
* marks the source's active call; other numbers are inactive results; · = no result given. The order is random; any-hit rate near 4.4%.

SMILES	aDG glyco act	HIF-2a block	NR2E3 ag-1	TRPM1 prom inh	iPSC survival up	Shn3 inh set2	KKLEB cytotox	NR2E3 ag-2	TWEAK-Fn14 inh	Peg3 prom inh	CF NFkB block
CCN(CC)CCNC(=S)Nc1ccc2nc3n(c(=O)c2c1)CCCCC3	0.1	1	-24	-7	-0.3	12	-1	4	5	0	3
O=C(O)c1ccc(NC(CSCc2cccc(F)c2)C(=O)O)c([N+](=O)[O-])c1 (stereo not given)	-0.2	-5	-15	-6	1.7	-10	-6	-2	-7	-12	-15
CC1CN(CN2C(=O)c3ccccc3C2=O)CC(C)O1 (stereo not given)	0.1	-10	-2	10	-0.1	-14	3	-5	-9	-13	4
O=C(NC(=O)N1CCCCCC1)c1ccccc1	0.2	4	-24	-2	-0.3	-4	6	-2	-11	11	9
Cc1cc(CNC(=O)C2(C(F)(F)F)CC(CCCO)CCCO2)nn1C (stereo not given)	-0.3	-2	-5	-4	-2.1	-1	11	3	1	7	-16
COc1ccc(N2C(=O)CCC(C(=O)O)C2c2ccc(OC)c(OC)c2)cc1 (stereo not given)	-0.1	12	-1	9	2.5	-7	-9	2	9	-5	4
O=C(NCc1cccs1)c1ccc2sc(COCCO)nc2c1	-0.1	-39	-25	·	2.4	-39	2	·	19	-16	-5
CCOc1cc(/C=C(/C#N)c2ccc(F)cc2)ccc1OCc1ccc(C(=O)O)o1	0.6	-5	4	2	-1.5	-2	9	-1	-7	-6	4
C[C@@H]1CN([C@H](C)CO)S(=O)(=O)c2ccc(C#Cc3ccccc3)cc2O[C@H]1CN(C)C(=O)Nc1ccc2c(c1)OCO2	0.1	-67	13	·	-1.4	1	8	·	24	32	11
CNC[C@H]1Oc2ccc(NC(=O)Nc3ccccc3)cc2CC(=O)N([C@H](C)CO)C[C@H]1C	0.0	-21	3	3	-1.9	4	0	·	-20	-7	37
CCC(=O)Nc1cc(C(=O)O)ccc1Sc1ccccc1	-0.1	16	-14	7	-0.6	-1	2	1	8	-2	-15
Cc1ccc(NC(=O)CN(C)C(=O)COc2ccc(Br)cc2)cc1	-0.1	4	21	·	-2.1	4	-7	·	-8	2	6
S=c1[nH]nc(-c2cccnc2)n1/N=C/c1cccs1	-0.2	12	-5	14	-0.3	-12	-4	2	-5	4	0
CC1=C(C(=O)OC(C)C)C(c2cccc([N+](=O)[O-])c2)n2c(cc(=O)[nH]c2=S)N1 (stereo not given)	-0.2	12	-22	-11	-0.5	1	-10	3	-7	-7	32
CCc1cccc(CC)c1NC(=O)CN1CCN(S(=O)(=O)c2ccccc2)CC1	0.2	-2	2	2	-0.4	4	-2	1	3	17	-14
CC(=O)Nc1ccccc1C(=O)C(=O)Nc1ccc(C(=O)NCC2CCCO2)cc1 (stereo not given)	-0.1	4	-6	-8	1.1	-17	9	2	-3	-3	-12
CCOC(=O)N1CCC(NC(=O)c2ccc(CS(=O)(=O)c3ccc(OC)cc3)o2)CC1	-0.2	6	-19	0	0.1	-8	4	1	-19	1	22
COCC1CCN(Cc2cn[nH]c2-c2cc3ccccc3o2)C1 (stereo not given)	-0.9	-8	-9	-5	-0.1	1	4	3	-6	7	-21
CCc1[nH]c(=O)c(C#N)c2c1CSC(C)(C)C2	-0.2	5	-24	10	3.1	-36	4	2	1	12	-9
COc1ccc(N2CCN(C(=O)CN(c3cccc(OC)c3)S(=O)(=O)c3ccccc3)CC2)cc1	0.0	10	11	-9	-0.4	4	-2	-1	12	19	-23
CCn1cnc2c1c(=O)n(CC(=O)Nc1ccc(C(N)=O)cc1)c(=O)n2Cc1ccccc1	0.0	10	0	-17	0.6	·	-8	0	-27	16	-6
COc1cc(CN2C(=O)C(C)ON=C2c2ncccc2C)cc(OC)c1 (stereo not given)	0.1	6	19	·	0.0	-4	0	·	-14	-3	-14
O=C(N/N=C/c1cccc(O)c1)c1ccc(COc2cccc3cccnc23)cc1	-0.1	-15	-4	·	-0.9	-14	7	1	-38	-13	2
O=C(COC(=O)c1ccccc1)NCc1ccco1	0.3	-3	3	11	7.3	1	-94*	0	-1	-7	9
Cc1onc(-c2ccccc2Cl)c1C(=O)N1CC(C)OC(C)C1 (stereo not given)	-0.1	11	-12	3	-3.1	-33	-3	2	10	21	-2

Rewritten as labelled records: 4 of the compounds above
> CC1CN(CN2C(=O)c3ccccc3C2=O)CC(C)O1 (stereo not given)
  aDG glyco act = 0.1
  HIF-2a block = -10
  NR2E3 ag-1 = -2
  TRPM1 prom inh = 10
  iPSC survival up = -0.1
  Shn3 inh set2 = -14
  KKLEB cytotox = 3
  NR2E3 ag-2 = -5
  TWEAK-Fn14 inh = -9
  Peg3 prom inh = -13
  CF NFkB block = 4
> O=C(NC(=O)N1CCCCCC1)c1ccccc1
  aDG glyco act = 0.2
  HIF-2a block = 4
  NR2E3 ag-1 = -24
  TRPM1 prom inh = -2
  iPSC survival up = -0.3
  Shn3 inh set2 = -4
  KKLEB cytotox = 6
  NR2E3 ag-2 = -2
  TWEAK-Fn14 inh = -11
  Peg3 prom inh = 11
  CF NFkB block = 9
> Cc1cc(CNC(=O)C2(C(F)(F)F)CC(CCCO)CCCO2)nn1C (stereo not given)
  aDG glyco act = -0.3
  HIF-2a block = -2
  NR2E3 ag-1 = -5
  TRPM1 prom inh = -4
  iPSC survival up = -2.1
  Shn3 inh set2 = -1
  KKLEB cytotox = 11
  NR2E3 ag-2 = 3
  TWEAK-Fn14 inh = 1
  Peg3 prom inh = 7
  CF NFkB block = -16
> COc1ccc(N2C(=O)CCC(C(=O)O)C2c2ccc(OC)c(OC)c2)cc1 (stereo not given)
  aDG glyco act = -0.1
  HIF-2a block = 12
  NR2E3 ag-1 = -1
  TRPM1 prom inh = 9
  iPSC survival up = 2.5
  Shn3 inh set2 = -7
  KKLEB cytotox = -9
  NR2E3 ag-2 = 2
  TWEAK-Fn14 inh = 9
  Peg3 prom inh = -5
  CF NFkB block = 4

More entries.
SMILES	aDG glyco act	HIF-2a block	NR2E3 ag-1	TRPM1 prom inh	iPSC survival up	Shn3 inh set2	KKLEB cytotox	NR2E3 ag-2	TWEAK-Fn14 inh	Peg3 prom inh	CF NFkB block
COc1ccccc1C(=O)NCC(C)(C)CN=C1NS(=O)(=O)c2ccccc21	0.0	15	10	-3	1.1	10	18	3	4	10	-20
CCCn1c(SCc2ccc(C(=O)OC)o2)nc2ccccc2c1=O	0.0	-2	-23	-5	-0.4	14	-2	-2	-6	5	1
COc1cc(C(=O)NCc2ccc3c(c2)cc(C)n3C)cc(OC)c1OC	0.0	4	34	5	-2.0	10	12	1	-22	12	-5
O=C(COC(=O)c1cnccn1)c1ccccc1	-0.3	9	-15	15	1.6	4	-1	·	-9	14	8
COc1ccc(S(=O)(=O)N[C@@H](CC(C)C)C(=O)O)cc1	-0.3	-2	5	4	1.1	-4	10	1	-11	-9	-3
CC(=O)Nc1ccc(S(=O)(=O)NNC(=O)COc2ccc(C(C)(C)C)cc2)cc1	0.0	7	11	3	-0.7	-1	7	-1	-12	7	-3
CCCCCCCCC(=O)O	0.5	-11	15	·	0.9	-5	6	-1	3	14	-14
O=C(Nc1nc(-c2ccc3c(c2)OCO3)cs1)C1COc2ccccc2O1 (stereo not given)	5.7	-113	-29	·	0.0	1	-5	5	10	-76	-10
CN1CCN(C(=O)c2ccc(S(=O)(=O)N(C)c3ccccc3)cc2)CC1	-0.1	-5	2	·	4.0	5	-10	·	-1	-2	35
CC(CC(=O)O)C(=O)c1ccc(Cl)c([N+](=O)[O-])c1 (stereo not given)	0.2	1	20	2	-0.3	-10	3	1	0	2	-5
Cc1cc(C)c(-c2csc(NC(=O)CCCc3nc4ccccc4c(=O)[nH]3)n2)c(C)c1	1.1	23	10	26	0.1	83	5	1	36	17	-12
O=C(Cn1c(=O)oc2ccccc21)N1CCN(c2ccccc2)CC1	0.0	9	11	0	3.7	1	0	1	-5	2	13
COc1ccc2nc(SCC(=O)NC3(C#N)CCCCC3)[nH]c2c1	-0.3	-4	-3	6	-0.4	9	13	-2	21	10	-13
COC(=O)c1ccc([C@H]2C=C(C(=O)O)O[C@@H](OCc3ccc(CO)cc3)C2)cc1	-0.2	8	-2	-2	8.8	-38	5	-1	2	-24	-12
COc1cc(C(=O)Nc2ccc3c(c2)N(C(=O)CCN(C)C)c2ccccc2CC3)cc(OC)c1OC	-0.2	13	-13	0	-0.9	14	-5	-1	3	-16	-5
O=C(NCCc1ccccc1)C1CCCN(C(=O)NC2CCCCC2)C1 (stereo not given)	-0.1	-2	-18	-2	4.3	8	7	-2	7	3	-2
O=C(Cn1c(=O)oc2ccccc21)N1CCCCC1	-0.3	12	5	7	-3.2	-17	-1	2	-9	6	10
COc1ccc(N2CC(C(=O)N[C@H](C(=O)NC(C)c3ccccc3)C(C)C)CC2=O)cc1 (stereo not given in full)	0.0	-3	-3	0	-0.4	11	6	4	14	-4	-2
CCO[C@@H]1OC(C(=O)NCc2ccccc2)=C[C@H](c2ccccc2)[C@H]1CCCO	0.2	15	10	-1	13	-2	11	2	12	25	-14
Cc1cccc(NC(=O)Cn2c(=O)oc3ccccc32)c1	-0.2	-4	-4	7	-1.4	-10	6	4	-10	11	-8
O=C(NC1CC(=O)c2sccc21)c1ccc(Cl)cc1Cl (stereo not given)	0.1	-206	-71	-55	-0.6	-34	7	0	-5	-162	-1
Cc1ccccc1NS(=O)(=O)c1cc(OCC(N)=O)c(C)cc1Cl	-0.1	18	-9	2	-0.4	17	-3	-1	0	9	-4
COc1ccc(Cl)cc1NC(=O)CC(=O)Nc1cc(Cl)ccc1OC	0.3	4	8	9	-0.7	12	-6	0	-26	25	0
O=C(COC(=O)C1CCCCC1)Nc1ccc([N+](=O)[O-])cc1	-0.1	2	6	4	1.4	-6	-9	-2	-5	-1	0

Profiles from above:
Listed for O=C(COC(=O)c1ccccc1)NCc1ccco1 → aDG glyco act: 0.3; HIF-2a block: -3; NR2E3 ag-1: 3; TRPM1 prom inh: 11; iPSC survival up: 7.3; Shn3 inh set2: 1; KKLEB cytotox: -94*; NR2E3 ag-2: 0; TWEAK-Fn14 inh: -1; Peg3 prom inh: -7; CF NFkB block: 9
Listed for COC(=O)c1ccc([C@H]2C=C(C(=O)O)O[C@@H](OCc3ccc(CO)cc3)C2)cc1 → aDG glyco act: -0.2; HIF-2a block: 8; NR2E3 ag-1: -2; TRPM1 prom inh: -2; iPSC survival up: 8.8; Shn3 inh set2: -38; KKLEB cytotox: 5; NR2E3 ag-2: -1; TWEAK-Fn14 inh: 2; Peg3 prom inh: -24; CF NFkB block: -12
